BLM inh – blocks DNA unwinding by human BLM helicase | hit rate 0.2% among 350,000 | Potency, µM (top dose mostly 56.1 µM), for inactives: top-dose activity change, negative = inhibition, most hits filed as inhibitors | recombinant BLM DNA unwinding, fluorescence dequenching;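 note: potency is the fitted concentration of half-maximal effect; plate controls were vehicle for no effect and no enzyme for full effect; nearly all actives have a fitted effect of over 35% in size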
Target sequence (P54132 whole entry, looked up): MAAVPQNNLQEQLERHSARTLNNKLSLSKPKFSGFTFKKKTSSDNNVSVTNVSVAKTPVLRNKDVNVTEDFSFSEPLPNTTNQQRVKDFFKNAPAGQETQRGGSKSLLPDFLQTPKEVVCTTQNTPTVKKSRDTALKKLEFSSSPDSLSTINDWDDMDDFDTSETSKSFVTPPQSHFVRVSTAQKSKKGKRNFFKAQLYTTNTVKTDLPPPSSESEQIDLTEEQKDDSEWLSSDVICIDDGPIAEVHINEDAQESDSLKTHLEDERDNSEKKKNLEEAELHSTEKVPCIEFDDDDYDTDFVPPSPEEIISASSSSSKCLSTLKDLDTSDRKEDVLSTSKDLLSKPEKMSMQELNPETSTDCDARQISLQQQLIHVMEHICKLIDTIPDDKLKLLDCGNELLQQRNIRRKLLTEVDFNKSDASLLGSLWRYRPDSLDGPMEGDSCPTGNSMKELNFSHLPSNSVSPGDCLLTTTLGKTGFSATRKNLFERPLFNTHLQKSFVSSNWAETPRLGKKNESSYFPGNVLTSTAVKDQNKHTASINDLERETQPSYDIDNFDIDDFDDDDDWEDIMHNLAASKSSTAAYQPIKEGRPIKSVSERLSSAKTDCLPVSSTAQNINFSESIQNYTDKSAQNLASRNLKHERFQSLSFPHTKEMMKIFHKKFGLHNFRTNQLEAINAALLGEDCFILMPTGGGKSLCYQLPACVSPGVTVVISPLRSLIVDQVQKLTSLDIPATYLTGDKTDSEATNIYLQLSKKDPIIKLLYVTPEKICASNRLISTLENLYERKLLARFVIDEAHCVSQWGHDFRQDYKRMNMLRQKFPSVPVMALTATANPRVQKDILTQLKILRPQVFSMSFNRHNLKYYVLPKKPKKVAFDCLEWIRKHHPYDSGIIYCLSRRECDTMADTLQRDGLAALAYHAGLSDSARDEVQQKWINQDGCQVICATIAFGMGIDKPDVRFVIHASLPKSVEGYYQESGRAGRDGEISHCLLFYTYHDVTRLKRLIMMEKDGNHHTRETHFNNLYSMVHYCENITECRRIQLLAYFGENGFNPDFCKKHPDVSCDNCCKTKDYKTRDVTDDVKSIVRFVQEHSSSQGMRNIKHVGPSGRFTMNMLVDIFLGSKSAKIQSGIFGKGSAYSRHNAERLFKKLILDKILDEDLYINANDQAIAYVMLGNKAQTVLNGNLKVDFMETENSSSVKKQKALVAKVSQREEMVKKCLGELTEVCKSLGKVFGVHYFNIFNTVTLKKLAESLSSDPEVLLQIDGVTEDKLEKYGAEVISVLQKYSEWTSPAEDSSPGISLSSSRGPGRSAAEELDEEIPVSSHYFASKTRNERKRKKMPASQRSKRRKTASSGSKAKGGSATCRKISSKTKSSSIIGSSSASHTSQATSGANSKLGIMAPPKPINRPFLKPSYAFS
Anesthetic bind – candidate novel general anesthetic via apoferritin binding. P02791. apoferritin/1-aminoanthracene competitive binding, fluorescence. Potency, µM (highest dose often 77.5 µM), for inactives: at the top dose activity change, negative = displacement, hits mostly inhibitors. hit rate 0.074% among 350,000; note: potency is the fitted concentration of half-maximal effect; % is set by controls: 0 for no effect and ±100 for the full control effect; nearly all actives have a fitted effect of over 20% in size
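Horse-spleen apoferritin (10 uM) in 50% saturated 1-aminoanthracene in PBS was incubated 10 min at room temperature with compound. Fluorescence (ex 380, em 535 nm) was normalized to free and bound 1-AMA, with concentration-response fitted by a four-parameter Hill equation.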
APEX1 inh – inhibitors of human APE1 endonuclease | hit rate 0.35% among 350,000 | Potency, µM (titrated, usually from 65.8 µM), without a hit: at the top dose activity change, negative = inhibition, usual class: inhibitors | recombinant APE1, TAMRA/BHQ-2 abasic DNA cleavage fluorescence;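 note: potency is the fitted concentration of half-maximal effect; plate controls were vehicle for no effect and reference inhibitor for full effect; nearly all actives have a fitted effect of over 55% in size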
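0.75 nM APE1 + cpd, 15 min RT; start w/ 50 nM TAMRA/BHQ-2 THF-abasic dsDNA; kinetic fluor 525/598 nm ×3 reads @60 s; Δ(read3−read1); normalized to DMSO and NSC13755 control wells.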
Pol iota inh – blocks human DNA polymerase iota activity; Q9UNA4; Pol iota fluorescent replication assay, 10 min; Potency, µM (series often up to 115 µM), for inactives: at the top dose activity, negative = inhibition, most hits filed as inhibitors; hit rate 1% among 390,000; note: potency is the fitted concentration of half-maximal effect
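Pol iota at 10 nM preincubated 15 min with compounds at room temperature; reaction started with fluorescent substrate, 50 nM final. Fluorescence read kinetically at 0 and 10 min; buffer-only wells as negative control.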
Pol beta inh – DNA polymerase beta (human) inhibition; P06746; Pol beta primer extension/strand displacement, fluorescence kinetic; Potency, µM (top dose mostly 114 µM), inactives show top-dose activity change, negative = inhibition, hits mostly inhibitors; hit rate 1.3% among 340,000; note: potency is the fitted concentration of half-maximal effect; % is set by controls: 0 for no effect and ±100 for the full control effect
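Reaction started by 50 nM substrate onto compound-treated Pol beta (10 nM, 15 min preincubation, room temperature); plates read at 0 min and 10 min. Normalized concentration-effect data fitted by four-parameter Hill equation.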
POLH inh – DNA polymerase eta (human) inhibition | hit rate 1.2% among 390,000 | recombinant Pol eta, fluorescent DNA replication assay | Potency, µM (doses to about 114 µM), without a hit: top-dose activity change, negative = inhibition, actives largely listed as inhibitors; note: potency is the fitted concentration of half-maximal effect; % is set by controls: 0 for no effect and ±100 for the full control effect
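Pol eta (10 nM) was preincubated with compounds for 15 min at room temperature, after which fluorescent replication substrate (50 nM final) was added to start the reaction. Fluorescence was read kinetically at 0 and 10 min.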
POLK inh – DNA polymerase kappa (human) inhibition; Q9UBT6; purified Pol kappa, fluorescent DNA synthesis assay, 10 min; Potency, µM (top dose mostly 107 µM), for the others: at the top dose activity, negative = inhibition, most hits filed as inhibitors; hit rate 0.53% among 400,000; AID 588579; note: potency is the fitted concentration of half-maximal effect; % is set by controls: 0 for no effect and ±100 for the full control effect
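Here, compound and 10 nM enzyme are combined for 15 min at room temperature; adding 50 nM substrate (final) starts DNA synthesis, tracked by fluorescence at 0 and 10 min against buffer-only wells.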
Glioma ERSR ind – ER stress response induction in glioma; U87-MG GRP78 promoter luciferase reporter, 16 h; hit rate 0.02% among 420,000; AID 602332; Potency, µM, inactives show at the top dose activation, actives largely listed as activators; note: potency is the fitted concentration of half-maximal effect; series mostly up to about 76 µM; % of control where 0% means no effect; nearly all actives have a fitted effect of over 35% in size
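ERSR induction read as luciferase luminescence (Bright-Glo, 10 min at room temperature) in stably transfected human U87-MG glioma cells exposed to compounds for 16 h, using GRP78 as sensor.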
LDHA inh – blocks human lactate dehydrogenase A. P00338. purified LDHA, NADH/diaphorase-resazurin fluorescence; active compounds read low. activity change, % (values are at about 110 or 230 µM). hit rate 0.15% among 480,000. AID 1347041; in the data active = activity change below about -30%; inconclusive = mostly about -25% to -30%;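 note: plate controls were DMSO wells for no effect and wells without enzyme for full effect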
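Human LDH5 (2 nM) was incubated with 0.06 mM NADH and 0.2 mM pyruvate for 5 min at room temperature in Tris pH 7.4. Remaining NADH was coupled through diaphorase/resazurin, and resorufin fluorescence was read at 0 and 20 min.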
Active calls of the source: *; ? = inconclusive; . = no result given; & = joins results of further samples; [ ] = remark or other dose. Unless noted, calls come from the whole dose curve; as a rule, active = well fitted curve in the direction sought with a large enough effect; inconclusive = small, poorly fitted or top-dose-only effect, or another doubt; inactive = no such curve, though single readings can be large; an effect the other way counts as inactive or inconclusive. Some of the compounds tested; the hit share may differ from the screen's.

Fields: BLM inh	Anesthetic bind	APEX1 inh	Pol iota inh	Pol beta inh	POLH inh	POLK inh	Glioma ERSR ind	LDHA inh
#1 COc1ccc(-c2cn[nH]c2-c2ccc(OCc3ccccc3F)cc2O)cc1OC
    -17%	-20%	-11%	?	-1%	?	-9%	-15%	2
#2 Cc1ccc2nc(NC(=O)CCNS(=O)(=O)c3ccc(Br)s3)sc2c1
    -16%	-23%	-9%	17%	0%	-14%	-9%	2%	-1
#3 CCN(CC)C(=O)C(Oc1ccc(S(=O)(=O)N2CCCC2)cc1[N+](=O)[O-])c1ccccc1 (configuration not stated)
    -2%	5%	48%[activator]	9%	-3%	5%	-14%	-2%	-6
#4 O=C(/C=C/c1cccc(F)c1)NCc1ccc2c(c1)OCO2
    -1%	-20%	-6%	76%[activator]	38%	-19%	-5%	2%	-3
#5 O=C(CN1C(=O)NC(c2ccccc2)(c2ccccc2)C1=O)NC1CCS(=O)(=O)C1 (configuration not stated)
    .	.	12%	60%[activator]	.	-16%	8%	0%	1
#6 N#Cc1cc(C(=O)c2cc(Cl)ccc2O)cn(CC2CCCO2)c1=O (configuration not stated)
    3%	-16%	4%	9%	14%	5%	-7%	-5%	0
#7 Cn1cc(CN2CCCC(C(=O)Nc3cccc(-n4cccn4)c3)C2)cn1 (configuration not stated)
    3%	-6%	23%	12%	29%	-19%	-2%	-4%	-3
#8 O=C(N[C@@H](Cc1c[nH]c2ccccc12)C(=O)O)OCC1c2ccccc2-c2ccccc21
    .	.	20%	-11%	.	-4%	4%	-2%	-8
#9 COC(=O)c1ccc(C(=O)Nc2cc(Cl)ccc2Cl)cc1NC(=O)c1ccccc1C
    0%	5%	2%	16%	0%	4%	-16%	-4%	-8
#10 CC(C)C(NC(=O)c1ccc(C(C)(C)C)cc1)C(=O)N1CCC(C(N)=O)CC1 (configuration not stated)
    .	.	8%	23%	.	-12%	-8%	-3%	-3

(next part)
Fields: BLM inh	Anesthetic bind	APEX1 inh	Pol iota inh	Pol beta inh	POLH inh	POLK inh	Glioma ERSR ind	LDHA inh
#11 CN1CCC(=NNC(=O)c2cn(-c3ccccc3)nc2-c2ccccc2)CC1
    0%	-3%	-4%	61%[activator]	15%	-14%	-9%	-1%	-9
#12 CC1C(=O)Nc2ccc(S(=O)(=O)NCCc3ccc(Cl)cc3)cc2NC1=O (configuration not stated)
    -2%	-23%	33%	?	?	?	-31%	-1%	0
#13 Nc1nccnc1C(=O)OCC(=O)Nc1ccc2[nH]c(=O)[nH]c2c1
    .	.	-1%	20µM*	.	22µM*	?	-3%	4
#14 O=C(O)c1cccc([N+](=O)[O-])c1C(=O)Nc1cccc2ccccc12
    -8%	-20%	30%	80%[activator]	5%	-15%	6%	-3%	24
#15 O=C(CCCOc1ccccc1)Nc1ncccn1
    -2%	6%	1%	4%	27%	-12%	-10%	2%	-5
#16 CCOc1ccc(NC(=O)CSC2=Nc3ccccc3C3=NC(CCC(=O)NCc4ccccc4)C(=O)N23)cc1 (configuration not stated)
    -2%	4%	.	5%	15%	-2%	4%[60.1 µM]	-2%	-4
#17 O=C(NCc1ccncc1)C1CCN(S(=O)(=O)c2ccc(Cl)c(C(F)(F)F)c2)CC1
    .	.	15%	5%	.	-6%	-1%	-5%	-3
#18 C=Cc1ccc(Cn2c(C(=O)O)c(CNCc3ccccc3)c3ccc(OC)cc32)cc1
    -3%	-17%	.	-21%	-2%	.	-18%	.	-3
#19 COc1ccc(Br)cc1C(C[N+](=O)[O-])c1c(N)n(C)c(=O)n(C)c1=O (configuration not stated)
    -1%	3%	-2%	-46%	11%	-1%	-23%	-16%	2
#20 Cc1ccc(NC(=O)CCCC2CCCCC2)c(O)c1
    1%	-14%	-3%	16%	-42%	4%	0%	7%	-1

(cont.)
Fields: BLM inh	Anesthetic bind	APEX1 inh	Pol iota inh	Pol beta inh	POLH inh	POLK inh	Glioma ERSR ind	LDHA inh
#21 Cc1ccc(NC2=NCC(=O)N2C2CCCC2)cc1
    2%	-11%	19%	12%	20%	-2%	-8%	-2%	-9
#22 O=C(CCCc1cccs1)N1CCN(S(=O)(=O)c2ccccc2Br)CC1
    1%	23%	0%	24%	10%	-5%	-17%	-3%	-4
#23 Cc1c(Cl)cccc1NC(=S)N(Cc1cccs1)C1CCCC1
    -16%	-5%	-2%	115%[activator]	0%	-13%	-4%	-3%	-4
#24 CN(C)CCCN(C(=O)c1ccc(S(=O)(=O)N(C)C)cc1)c1nc2cc3c(cc2s1)OCO3
    6%	-14%	11%	21%	3%	-7%	-3%	-4%	-3
#25 CCCS(=O)(=O)N1CCCC(C(=O)NCCCN2CCCC2=O)C1 (configuration not stated)
    0%	-12%	4%	1%	24%	-8%	2%	2%	-2
#26 Cc1ccc(OCCSc2nc3ccccc3n2CCC(=O)O)cc1
    2%&1%	-2%&-17%	14%	21%&-9%	-17%&-23%	-5%&-14%	-6%	-3%&9%	-4&-9
#27 COc1cccc(C2c3[nH]c4ccccc4c3CCN2C(=O)c2ccccc2F)c1OC (configuration not stated)
    -12%	-14%	-11%	-36%	4%	-13%	-8%	-2%	-4
#28 O=P1(NC2CCCCC2)OCC2(CO1)COP(=O)(NC1CCCCC1)OC2 (configuration not stated)
    .	.	.	-6%	.	-14%	-2%	0%	-4
#29 CCN1CCN(CCC(=O)Nc2ccc(F)c(F)c2)CC1
    2%	-4%	-4%	152%[activator]	30%	-10%	3%	-2%	-5
#30 Cc1c(NC(=O)COC(=O)CCC(=O)c2ccc(Cl)cc2)c(=O)n(-c2ccccc2)n1C
    -2%	-2%	15%	131%[activator]	19%	-12%	-15%	-1%	-7

Next entries
Fields: BLM inh	Anesthetic bind	APEX1 inh	Pol iota inh	Pol beta inh	POLH inh	POLK inh	Glioma ERSR ind	LDHA inh
#31 Nc1ccc(NC(=O)c2cccs2)c(Cl)c1
    0%	-15%	-2%	-29%	5%	1%	-8%	2%	-2
#32 CC(C)CCOCc1nc2sc3c(c2c(=O)[nH]1)CCC(C)C3 (configuration not stated)
    -4%	-14%	-6%	9%	1%	-5%	-5%	2%	0
#33 O=c1[nH]cnc2scc(-c3ccsc3)c12
    -4%	?	0%	-4%	-14%	-17%	-24%	-1%	-5
#34 Cc1occc1-c1nnc(SCC(=O)N(C)c2ccccc2)n1C
    .	.	-1%	17%	.	-8%	-2%	-4%	-5
#35 COc1ccccc1CNC(=O)c1nn(C)c2c1CS(=O)(=O)c1ccccc1-2
    -1%	-5%	-16%	29%	9%	-7%	-6%	-5%	-4
#36 CC1CCCC1/C(=N/O)c1ccccc1 (configuration not stated)
    -8%	?	-18%	-7%	46%	-16%	-26%	-2%	-1
#37 O=C(/C=C/c1ccccc1)N1CCC(c2ccccc2)C1 (configuration not stated)
    -3%	?	-5%	?	10%	-19%	-17%	-1%	-4
#38 O=C(O)C1C2CCC(C2)C1C(=O)NCc1ccccn1 (configuration not stated)
    1%	?	4%	0%	2%	-7%	6%	-4%	-3
#39 COc1cccc(CC(=O)OCC(=O)N2CCN(c3ccc(F)cc3)CC2)c1
    2%	-9%	-6%	17%	?	-8%	-8%	-5%	-7
#40 O=C(Nc1ccc(Br)cc1)N1CCc2ccccc2C1
    -6%	?	-5%	8%	-6%	-12%	1%	-3%	0

(next part)
Fields: BLM inh	Anesthetic bind	APEX1 inh	Pol iota inh	Pol beta inh	POLH inh	POLK inh	Glioma ERSR ind	LDHA inh
#41 CCOC(=O)/C(N=Nc1c(Br)cc(Br)cc1Br)=C(\C)O
    -1%	-14%	5%	5%	24%	-12%	-11%	0%	-10
#42 O=C(CCS(=O)(=O)Cc1ccccc1)N1CCN(c2ccc([N+](=O)[O-])cc2)CC1
    1%	?	0%	28%	7%	-11%	-4%	-4%	-5
#43 CC1CCC2(CC1)NC(=O)N(CC(=O)N1CCN(S(=O)(=O)c3ccccc3)CC1)C2=O (configuration not stated)
    -4%	-7%	0%	22%	-1%	-14%	-7%	-3%	-16
#44 CCCCNC(=O)c1cc2n(n1)C(C(F)(F)F)CC(c1ccccc1)N2 (configuration not stated)
    -2%	-12%	0%	40%[activator]	10%	-20%	-16%	-4%	-6
#45 COc1ccc(Cl)cc1NS(=O)(=O)c1cccc(C(=O)NCC(c2ccco2)N(C)C)c1 (configuration not stated)
    -2%	-18%	38%	17%	1%	-5%	-6%	-2%	2

Molecules above that contain a Cl atom (8):
Fields: BLM inh	Anesthetic bind	APEX1 inh	Pol iota inh	Pol beta inh	POLH inh	POLK inh	Glioma ERSR ind	LDHA inh
#6 N#Cc1cc(C(=O)c2cc(Cl)ccc2O)cn(CC2CCCO2)c1=O (configuration not stated)
    3%	-16%	4%	9%	14%	5%	-7%	-5%	0
#9 COC(=O)c1ccc(C(=O)Nc2cc(Cl)ccc2Cl)cc1NC(=O)c1ccccc1C
    0%	5%	2%	16%	0%	4%	-16%	-4%	-8
#12 CC1C(=O)Nc2ccc(S(=O)(=O)NCCc3ccc(Cl)cc3)cc2NC1=O (configuration not stated)
    -2%	-23%	33%	?	?	?	-31%	-1%	0
#17 O=C(NCc1ccncc1)C1CCN(S(=O)(=O)c2ccc(Cl)c(C(F)(F)F)c2)CC1
    .	.	15%	5%	.	-6%	-1%	-5%	-3
#23 Cc1c(Cl)cccc1NC(=S)N(Cc1cccs1)C1CCCC1
    -16%	-5%	-2%	115%[activator]	0%	-13%	-4%	-3%	-4
#30 Cc1c(NC(=O)COC(=O)CCC(=O)c2ccc(Cl)cc2)c(=O)n(-c2ccccc2)n1C
    -2%	-2%	15%	131%[activator]	19%	-12%	-15%	-1%	-7
#31 Nc1ccc(NC(=O)c2cccs2)c(Cl)c1
    0%	-15%	-2%	-29%	5%	1%	-8%	2%	-2
#45 COc1ccc(Cl)cc1NS(=O)(=O)c1cccc(C(=O)NCC(c2ccco2)N(C)C)c1 (configuration not stated)
    -2%	-18%	38%	17%	1%	-5%	-6%	-2%	2

Screening results from PubChem BioAssay.
